High-throughput results as filed in PubChem.
MEKK2wt PB1 HTS: raises or lowers MEK5 binding to wildtype human MEKK2 PB1 domain; Q9Y2U5; hit rate 1.1% among 290,000; bead flow cytometry, Alexa488-MEK5 binding to MEKK2 WT; actives lie on both sides; binding response (% of control), % at 10 µM; in the data active = binding response below about 67% or above about 130%
OXTR agonist: human OXTR agonism; CHO-OTR cells, Fluo-8 calcium fluorescence; normalized: DMSO 0%, oxytocin 100%; P30559; hit rate 0.32% among 320,000; activation, % at 3 µM; AID 2435;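 active = activation above the mean of all tested compounds plus 3 SD, cutoff set per screening run, cut at about 20% in these data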;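 note: peak over basal fluorescence ratio from a 100 s FLIPR kinetic read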
Target sequence (P30559 whole entry, looked up): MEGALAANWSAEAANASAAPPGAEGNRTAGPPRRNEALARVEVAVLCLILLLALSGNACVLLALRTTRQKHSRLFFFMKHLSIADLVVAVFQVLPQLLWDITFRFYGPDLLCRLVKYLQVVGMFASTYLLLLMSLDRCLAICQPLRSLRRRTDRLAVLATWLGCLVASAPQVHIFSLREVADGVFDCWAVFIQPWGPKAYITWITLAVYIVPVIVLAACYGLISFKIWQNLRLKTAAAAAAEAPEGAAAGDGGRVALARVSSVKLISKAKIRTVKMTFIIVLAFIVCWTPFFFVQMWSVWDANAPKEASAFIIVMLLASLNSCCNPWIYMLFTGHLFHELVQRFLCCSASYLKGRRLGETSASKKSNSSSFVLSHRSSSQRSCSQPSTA
MEKK2 mut-MEK5: signal of MEK5 binding to mutant human MEKK2 PB1 domain; bead flow cytometry, Alexa488-MEK5 binding to MEKK2 mutant; percent response, % at 10 µM; hit rate 0.35% among 290,000; in the data active = percent response above about 24%, passing the limit was not always enough; note: inactives centre near 1; some results filed as inactive read as strong as hits
GalR3 antag: blocks the human galanin receptor 3 | O60755 | HEK293 GalR3-CNG cAMP membrane potential fluorescence; galR3 body fused to GalR1 C-terminus | inhibition, % at 3 µM | AID 651719 | hit rate 0.44% among 360,000;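 active = inhibition above the screen-wide average plus 3 SD, cut at about 13% in these data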;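 note: forskolin and galanin both at EC90 stimulate the cells; cAMP rise reported by CNG channel membrane potential dye signal; 0% = forskolin plus galanin with DMSO and 100% = forskolin alone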
NALP1 inh: inhibitors of NALP1 inflammasome in yeast | hit rate 0.61% among 280,000 | S. cerevisiae NALP1/ASC/caspase-1 growth, X-gal OD620, 72 h | inhibition, % at 10 µM; in the data active = inhibition mostly above about 24%, no sharp cut-off; inactive = mostly below about 32%; note: some compounds called inactive have numbers as strong as hits
PfM18AAP inh: PfM18AAP enzyme inhibition | inhibition, % at 7.35 µM | AID 1822 | hit rate 1.2% among 290,000 | recombinant PfM18AAP, H-Glu-NHMec fluorogenic cleavage;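 active = inhibition above the campaign mean inhibition over all tested compounds plus 3 SD, cut at about 28% in these data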;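 note: 0% = plate median of test compound wells and 100% = 2 mM ZnCl2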
V1R ag counter: counter-screen for oxytocin receptor agonists: human V1a receptor agonists. P37288. CHO-V1R cells, Fluo-8 calcium fluorescence, agonist mode; 0% DMSO, 100% 3 nM vasopressin. activation, % at 3 µM. hit rate 0.25% among 320,000. AID 2797;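 active = activation above the mean activation of all tested compounds plus 3 SD, per screening run, cut at about 20% in these data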;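 note: signal is peak over basal fluorescence ratio across a 100 second FLIPR read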
Target sequence (P37288 whole entry, looked up): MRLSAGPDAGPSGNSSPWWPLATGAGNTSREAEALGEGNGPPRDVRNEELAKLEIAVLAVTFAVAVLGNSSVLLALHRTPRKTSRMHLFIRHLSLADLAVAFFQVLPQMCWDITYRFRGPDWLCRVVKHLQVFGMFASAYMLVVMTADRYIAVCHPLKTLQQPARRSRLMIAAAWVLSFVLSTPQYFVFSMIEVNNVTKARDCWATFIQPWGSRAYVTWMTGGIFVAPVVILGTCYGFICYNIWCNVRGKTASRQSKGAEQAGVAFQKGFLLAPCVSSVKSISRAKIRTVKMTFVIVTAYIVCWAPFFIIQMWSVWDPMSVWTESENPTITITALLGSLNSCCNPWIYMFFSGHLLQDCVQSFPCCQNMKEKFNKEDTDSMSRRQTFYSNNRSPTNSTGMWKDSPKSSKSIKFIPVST
GPR7 antag: antagonists of human GPR7 (neuropeptides B/W receptor 1). P48145. GPR7-expressing cells, fluorescence antagonist assay. inhibition, % at 4.4 µM. hit rate 1.1% among 290,000. AID 1861; in the data active = inhibition above about 16%, passing the limit was not always enough;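 note: cells stimulated with the agonist NPW; 0% = agonist with vehicle and 100% = vehicle without agonist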
OXTR potentiator: potentiates the human oxytocin receptor response | P30559 | CHO-OTR cells, Fluo-8 calcium fluorescence, potentiator mode; 0% = oxytocin EC15, 100% = EC100 | activation, % at 3 µM | hit rate 0.061% among 320,000 | AID 2445;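 active = activation above that plate's cutoff, the mean activation of tested compounds plus 3 SD, cut at about 6.6% in these data, passing the limit was not always enough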;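 note: 100% uses oxytocin at 75 nM as the full agonist control; some results filed as inactive read as strong as hits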
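Assay system: CHO cell line stably expressing human OTR | Also added: Oxytocin at about EC15, sub-maximal agonist stimulus | Times: Compound 6 min at room temperature before oxytocin, 100 s read | Measured by: Fluo-8 intracellular calcium fluorescence, ex 470-495, em 515-575 nm | Controls: EC15 oxytocin alone as 0%, 75 nM oxytocin as 100%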
* = called active by the depositor; i = inactive; / = no result given.

SMILES	MEKK2wt PB1 HTS	OXTR agonist	MEKK2 mut-MEK5	GalR3 antag	NALP1 inh	PfM18AAP inh	V1R ag counter	GPR7 antag	OXTR potentiator
Cc1cccc2sc(N(CCN(C)C)C(=O)/C=C/c3cccs3)nc12	128.0	5.9	31.0	-9.5	54.4*	3.7	3.5	13.5	-9.1
Cc1nnc(SCC(=O)Nc2nccs2)[nH]c1=O	100.0	-0.3	1.0	4.0	20.8	5.4	1.4	-0.8	-14.1
CCN(c1ccccc1)S(=O)(=O)c1ccc(N2CCN(c3ccccc3O)CC2)nc1	/	-1.5	/	-5.0	/	/	2.5	/	-10.7
O=C(NCc1ccco1)/C(=C/c1ccco1)NC(=O)c1ccccc1	101.0	0.6	4.0	-9.7	-4.0	5.2	1.7	-4.9	-4.8
CC(Oc1ccccc1)C(=O)N=C1SC2CS(=O)(=O)CC2N1c1cccc(F)c1 (configuration not stated)	108.0	2.8	4.0	-4.4	-0.6	-3.4	1.7	-6.0	-7.7
O=C(OCc1nnc(-c2ccccc2)o1)c1cccnc1Cl	97.0	2.5	-8.0	6.2	-12.5	0.5	1.7	9.3	3.9
NC(=O)C1CCN(C(=O)CN2CCCc3ccccc32)CC1	104.0	-0.1	2.0	-0.2	24.2	3.6	0.8	-12.9	-7.4
CCNc1nc(Oc2ccc(C(=O)OCC)cc2)nc(SC)n1	96.0	0.0	1.0	-7.4	-17.8	0.4	-0.6	-16.6	-5.3
COC(=O)c1sc2ccc(C)cc2c1C(=O)OC	100.0	-1.8	-1.0	3.5	/	11.1	-2.3	-5.4	4.4
C[C@H](CO)N1C[C@H](C)[C@@H](CN(C)C(=O)Nc2ccccc2)Oc2c(NC(=O)c3ccncc3)cccc2C1=O	/	1.7	/	1.4	/	/	1.7	/	-1.0
Cc1cccc(NC(=O)CSc2nnc(Cn3nnc(-c4ccccc4)n3)n2-c2ccccc2)c1	93.0	1.3	-6.0	-6.3	-2.9	-0.9	4.2	-6.1	-14.0
CCOc1ccc(/C(C)=N/NC(=O)c2nnn(-c3nonc3N)c2-c2cccs2)cc1	95.0	3.6	-8.0	-9.9	17.9	-9.9	4.2	-13.3	-3.2
Cc1ccc(N(CC(=O)N=Nc2c(O)[nH]c3ccccc23)S(C)(=O)=O)c(C)c1	100.0	-0.3	-1.0	-4.0	8.8	1.6	0.5	-1.7	-1.8
COc1ccccc1-c1nnc(SC/C(O)=C(\C#N)c2nc3ccccc3[nH]2)n1C1CCCCC1	95.0	-1.4	-1.0	-1.4	7.0	-1.9	-0.3	-17.2	-4.3
COC(=O)C(C)(C)ONC(=O)Nc1ccc([N+](=O)[O-])cc1	93.0	2.1	-4.0	-3.0	2.6	-4.1	1.2	-5.6	-0.8
CNC(=O)/C(C#N)=C/c1cn(CC(=O)OC)c2ccccc12	91.0	0.0	-17.0	-3.3	-7.5	6.6	0.6	-8.6	-4.4
NC(=O)c1ccc(NC(=O)c2cccc(Oc3ccccc3)c2)cc1	86.0	0.2	-12.0	-2.0	-2.7	-6.9	0.8	-0.9	-6.4
COc1cc(OC)cc(C(=O)N2CC(=O)Nc3ccccc32)c1	106.0	-1.3	4.0	-1.3	-6.8	3.0	-0.9	9.8	-6.0
O=c1c([N+](=O)[O-])c(NCCN2CCCCCC2)c2ccccc2n1-c1ccccc1	107.0	-0.5	5.0	-4.2	18.1	6.5	-0.2	-7.8	1.7
CCOc1ccc(C(=O)N2CCN(S(=O)(=O)c3cccs3)CC2)c(OCC)c1	98.0	-0.9	-1.0	0.0	4.3	-2.2	0.4	4.6	-5.5
O=C(NCc1cccs1)c1cccnc1SCCS(=O)(=O)c1ccc(C(F)(F)F)cn1	101.0	0.2	-4.0	-3.3	-9.1	5.6	2.4	-11.9	-0.1
COc1cc(/C=N/NC(=O)c2ccncc2)ccc1OC(=O)c1ccco1	98.0	-0.3	-4.0	-7.8	-21.0	0.9	5.0	-1.8	0.6
O=C(CSc1ccc(-c2cccc([N+](=O)[O-])c2)nn1)N1CCCCCC1	92.0	-1.3	-8.0	1.9	-16.2	-3.5	-0.7	0.8	-8.7
COC(=O)C1CCN(C(=O)C2CCC(=O)N(CCc3cccc(F)c3)C2)CC1 (configuration not stated)	98.0	0.8	-1.0	1.0	-3.1	-2.1	0.2	-24.4	0.0
CC(/C=C/C1(O)C(C)CC(=O)CC1(C)C)OC1OC(CO)C(O)C(O)C1O (configuration not stated)	101.0	0.3	4.0	-2.6	-9.3	49.9*	2.4	-17.4	-5.7
COC(=O)c1ccc(NC(=O)C2CCCO2)cc1 (configuration not stated)	105.0	1.2	5.0	-2.0	-7.4	2.4	0.5	0.1	-6.5
COc1ccc(S(=O)(=O)N2CCC(C(=O)NN3CCCCC3)CC2)cc1OC	/	0.7	/	-3.4	/	/	0.3	/	-3.2
CN(c1ccccc1C(=O)N1CCOCC1)S(C)(=O)=O	107.0	0.4	11.0	-0.1	5.4	1.8	0.6	-3.3	-11.9
CCOC(=O)C1CCN(C(=O)/C=C/c2ccccc2OC)CC1	106.0	-0.5	5.0	-6.4	1.5	-4.7	0.5	-7.5	-2.7
CCN1CCN(C(=S)c2ccc([N+](=O)[O-])cc2)CC1	120.0	-1.0	9.0	-2.1	40.3	14.1	0.5	1.3	-5.0
CN(C)C(=O)N1CCN(C(=O)N2CCOCC2)CC1	105.0	-0.1	5.0	-3.2	11.3	0.6	2.8	-5.0	-9.9
Cc1ccccc1OCC(=O)Nc1ccc(N2CCN(C(=O)c3ccco3)CC2)cc1	98.0	11.1	-3.0	-6.5	19.5	0.1	11.4	-0.1	-14.6
OCCNc1nc(-c2ccccc2)c2cc(Cl)ccc2n1	96.0	0.1	-2.0	-7.0	-6.9	11.3	-0.3	-9.4	-0.5
COc1cccc(CNC(=O)C(=O)NCC2CCCN2S(=O)(=O)c2cc(C)ccc2C)c1 (configuration not stated)	/	-1.0	/	-0.5	/	/	-0.9	/	2.4
Cc1nc(SCC(=O)Nc2ccc(OCc3ccccc3)cc2)n[nH]1	105.0	6.3	5.0	-3.1	-6.4	3.4	5.6	-18.5	-13.0
CCOC(=O)/C(C#N)=C1/C=Nc2ccccc2N1	98.0	-0.7	2.0	-6.9	-7.7	9.6	-0.8	13.3	0.2
CCCCS(=O)(=O)Nc1ccc2cn[nH]c2c1	102.0	2.3	-3.0	-3.7	7.1	-0.3	2.0	-9.4	0.6
O=C(COc1ccc(S(=O)(=O)N2CCc3ccccc32)cc1Cl)NCc1ccccn1	72.0	3.5	-17.0	-6.6	5.5	-3.4	1.1	7.0	-8.4
CCN=C1S/C(=C\c2sccc2C)C(=O)N1CC	103.0	-2.1	0.0	0.7	25.0	-1.6	-0.2	-7.0	3.3
CC1(c2ccccc2)NC(=O)N(NC(=O)CSc2n[nH]c(N)n2)C1=O (configuration not stated)	111.0	0.6	5.0	-7.4	/	1.7	0.0	-4.2	-0.2
CC(=O)Nc1ccc(NC(=O)COc2ccccc2C(=O)Nc2cccc(Cl)c2Cl)cc1	108.0	/	0.0	-1.5	27.8	-0.2	/	-7.2	/
Cc1ccccc1C(=O)OCC(=O)Nc1cccc(S(=O)(=O)NC2=NCCC2)c1	/	0.2	/	-4.0	/	/	1.4	/	-2.5
CCN(C(=O)CSc1ncn[nH]1)c1cccc2ccccc12	93.0	0.6	-2.0	0.2	-2.7	19.0	0.0	-1.6	-4.1
Oc1c(Br)cc(Cl)cc1C=Nc1ccccc1Br	99.0	-0.4	-1.0	-7.1	33.4	-9.8	0.0	-5.0	-4.6
CCCCC1=CC2=CC(=O)C(C)(OC(=O)CC)C(=O)C2=CN1c1cccc(C#N)c1 (configuration not stated)	97.0	-0.6	1.0	-1.4	/	/	0.8	/	-1.8
COc1cccc(NC(=O)C2C3C=CC(O3)C2C(=O)NCc2cccnc2)c1 (configuration not stated)	62.0	0.2	-22.0	-2.4	9.3	-6.6	-0.2	-4.9	-2.5
O=C1CCCC2=C1C(c1ccncc1)c1c(nc(SCc3ccccc3)[nH]c1=O)N2 (configuration not stated)	/	-0.8	/	-3.3	7.8	5.9	0.5	0.0	-5.1
CC(=O)Nc1ccc(N=NC2C(=O)N(C(N)=S)N=C2C)cc1 (configuration not stated)	101.0	-0.1	2.0	-8.5	1.0	3.5	-0.4	-13.0	-7.3
Cc1ccc(/C=C(\CCC(=O)O)c2nc3ccccc3s2)cc1[N+](=O)[O-]	104.0	0.2	-2.0	3.8	28.8	-3.2	0.9	-6.4	-5.3
CSc1ncc(C(=O)Nc2ccccc2F)c(-c2ccccc2)n1	112.0	-1.2	7.0	-9.8	9.5	-2.9	-0.1	-8.3	1.4
Cc1cc2ccccc2n1CCNCc1c(C(=O)N2CCOCC2)nc2ccccn12	91.0	-1.0	-16.0	0.3	i	0.1	-0.2	-8.9	1.6
Cc1cccc(C2N=C(N)Nc3nc4ccccc4n32)c1 (configuration not stated)	104.0	1.0	7.0	7.6	/	1.0	0.4	-7.1	-1.2
COc1ccc(OC)c(C2C(C(=O)c3cccs3)=C(O)C(=O)N2CCN(C)C)c1 (configuration not stated)	96.0	-0.5	-2.0	-1.0	-0.2	5.8	0.2	-15.4	-13.0
CCc1ccc(NC(=O)CCNS(=O)(=O)c2cccc3nsnc23)cc1	86.0	0.3	-8.0	-5.5	8.4	-2.7	1.0	-4.7	1.2
Cc1ccc(S(=O)(=O)N2CCN(c3cccc(C)c3)CC2)cc1	109.0	-1.0	3.0	-4.1	7.1	-1.0	-0.1	-8.9	-3.1
COc1ccc(C2c3c(ncn(CCCO)c3=N)Oc3ccc4ccccc4c32)cc1 (configuration not stated)	136.0	-0.8	19.0	-3.2	/	2.8	0.3	0.1	-9.1
Cc1cccc(C)c1NC(=O)Cn1c(=O)c(N2CCCCC2)c(N)n(C)c1=O	/	2.5	/	-2.2	/	/	0.8	/	-3.2
Cc1ccc(Nc2nc(OC(C(F)(F)F)C(F)(F)F)nc(N3CCOCC3)n2)cc1	105.0	-1.5	15.0	0.4	7.3	6.0	-0.4	-8.0	-12.2
COc1ccc(CS(=O)c2nc(C)cc(C)c2S(C)(=O)=O)cc1 (configuration not stated)	101.0	-0.4	-41.0	-3.9	-40.9	-9.8	2.9	-1.2	0.7
O=C(NCc1ccccc1)N1CCCC1	104.0	0.5	8.0	-3.7	6.7	-3.6	0.5	-8.7	-3.1
O=C(N/N=C\c1cc(Cl)ccc1O)c1ccc(S(=O)(=O)N2CCCCC2)cc1	114.0	3.7	11.0	1.6	22.7	-10.9	3.2	-4.6	-9.4

A draw from above in order of count of non-hydrogen atoms, rising:
SMILES	MEKK2wt PB1 HTS	OXTR agonist	MEKK2 mut-MEK5	GalR3 antag	NALP1 inh	PfM18AAP inh	V1R ag counter	GPR7 antag	OXTR potentiator
CSc1ncc(C(=O)Nc2ccccc2F)c(-c2ccccc2)n1	112.0	-1.2	7.0	-9.8	9.5	-2.9	-0.1	-8.3	1.4
COC(=O)C1CCN(C(=O)C2CCC(=O)N(CCc3cccc(F)c3)C2)CC1 (configuration not stated)	98.0	0.8	-1.0	1.0	-3.1	-2.1	0.2	-24.4	0.0
CC(=O)Nc1ccc(NC(=O)COc2ccccc2C(=O)Nc2cccc(Cl)c2Cl)cc1	108.0	/	0.0	-1.5	27.8	-0.2	/	-7.2	/
